EBV gp42 inh: Epstein-Barr virus gp42 inhibitors, primary screen, biochemical, uHTS, fluorescence polarization. Fluorescence polarization binding assay, mP read-out. inhibition, % (tested at 21.74 µM). hit rate 0.42% among 220,000; in the data active = inhibition above about 50%
p47phox inh: p47phox/p22phox peptide binding inhibitors, primary screen, biochemical, uHTS, NADPH oxidase regulatory subunit; inhibition, % at 24.7 µM; hit rate 0.53% among 220,000; fluorescence polarization, 2 h; Neutrophil cytosol factor 1 (Homo sapiens), P14598;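 also: 0% = p47phox with labelled peptide and 100% = labelled peptide alone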
Target sequence (P14598 whole entry, looked up): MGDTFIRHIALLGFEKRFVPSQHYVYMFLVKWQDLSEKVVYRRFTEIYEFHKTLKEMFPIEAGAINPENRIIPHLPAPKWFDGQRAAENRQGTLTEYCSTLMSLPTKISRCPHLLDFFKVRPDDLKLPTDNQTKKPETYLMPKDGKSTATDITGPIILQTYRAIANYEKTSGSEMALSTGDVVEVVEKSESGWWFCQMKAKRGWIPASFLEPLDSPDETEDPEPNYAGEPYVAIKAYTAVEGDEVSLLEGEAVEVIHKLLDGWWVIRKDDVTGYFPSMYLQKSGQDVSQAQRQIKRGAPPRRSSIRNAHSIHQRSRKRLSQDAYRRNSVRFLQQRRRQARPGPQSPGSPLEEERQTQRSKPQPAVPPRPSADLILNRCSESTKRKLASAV
14-3-3 Bad PPI: inhibitors of 14-3-3 zeta/Bad binding, primary screen, biochemical, TR-FRET, bovine 14-3-3 zeta. 14-3-3 protein zeta/delta (Bos taurus), P63103. TR-FRET 14-3-3zeta/Dy647-pBad peptide displacement, 1 h. inhibition, % at 21.7 µM. hit rate 0.71% among 220,000. AID 781, 2007;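 active = inhibition above about 70%, limit read from the data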;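 also: 0% = full 14-3-3 plus peptide FRET controls and 100% = background without 14-3-3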
Target sequence (P63103 whole entry, looked up): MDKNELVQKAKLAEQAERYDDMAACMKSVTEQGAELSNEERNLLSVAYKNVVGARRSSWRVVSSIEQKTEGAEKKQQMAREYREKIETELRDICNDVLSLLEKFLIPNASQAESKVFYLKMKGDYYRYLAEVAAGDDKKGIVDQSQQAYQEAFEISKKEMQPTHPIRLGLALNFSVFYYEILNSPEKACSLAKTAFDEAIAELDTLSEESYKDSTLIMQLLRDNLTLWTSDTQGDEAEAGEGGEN
KLK5 inh: human KLK5 protease inhibitors, primary screen, biochemical, 1536-well; Kallikrein-5 (Homo sapiens), Q9Y337; recombinant hK5, fluorogenic AMC substrate cleavage; inhibition, % at 5 µM; hit rate 0.59% among 210,000;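 active = inhibition of 40% or more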;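 also: 0% = enzyme controls without compound and 100% = no-enzyme blanks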
Target sequence (Q9Y337 67-293 limits assumed): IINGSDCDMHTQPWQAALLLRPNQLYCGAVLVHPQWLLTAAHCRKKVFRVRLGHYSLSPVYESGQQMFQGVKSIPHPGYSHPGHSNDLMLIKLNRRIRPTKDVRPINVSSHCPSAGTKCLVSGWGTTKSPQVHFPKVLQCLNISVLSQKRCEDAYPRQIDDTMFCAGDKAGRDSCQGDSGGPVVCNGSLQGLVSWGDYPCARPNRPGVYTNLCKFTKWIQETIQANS
Rad51 HR inh: human RAD51 strand exchange inhibitors, primary screen, biochemical, fluorescence | hRad51 DNA strand exchange, fluorescence dequenching | inhibition, % at 10 µM | DNA repair protein RAD51 homolog 1 (Homo sapiens), Q06609 | hit rate 0.085% among 200,000;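 active = inhibition above 40% at the single screening dose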;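 also: 0% = DMSO control wells and 100% = blanks with heterologous ssDNA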
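Test system: preformed human Rad51 ssDNA filaments. Compound dosing: single dose, 10 µM final compound. Incubation: filaments 15 min 37 °C, then compound 30 min. Technique: FRET fluorescence dequenching, excitation 485 nm, emission 520 nm. Read-out basis: percent inhibition from fluorescence, normalised to plate control and blank means. Benchmarks: plate controls and plate blanks.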
Cl transport mod: KCC2 cotransporter modulators, thallium flux, primary screen, cell-based, HEK293 KCC2, FluoZin-2 fluorescence, MLSMR. B-score of Tl+ flux slope (higher = more flux/activation; lower = inhibition) at 10 µM. KCC2 cells, thallium flux FluoZin-2 fluorescence. AID 1456, 2008. Solute carrier family 12 member 5 (Homo sapiens), Q9H2X9. hit rate 2.2% among 190,000;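 active = thallium flux slope and its plate-corrected score both differing from the plate sample mean at a set confidence after two filtering rounds, in either direction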;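 also: slope of fluorescence scaled to starting intensity during 10 to 20 s after thallium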
eIF4E-4G inh: eIF4E–eIF4G protein interaction inhibitors, primary screen, biochemical, uHTS, TR-FRET, eIF4GI fragment. TR-FRET eIF4E-eIF4GI(517-606) binding, 2 h. inhibition, % at 21.7 µM. hit rate 0.37% among 220,000. AID 782, 2007;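 also: 0% = full FRET control wells and 100% = background wells lacking eIF4GI fragment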
thrombin 1536: human alpha-thrombin inhibitors, primary screen, counter-screen for coagulation protease inhibitor project, biochemical, 1536-well, fluorogenic AMC substrate; inhibition, % at 5 µM; hit rate 0.26% among 220,000; Boc-VPR-AMC fluorogenic substrate cleavage; Prothrombin (Homo sapiens), P00734;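 active = inhibition at or above 40%; inactive = inhibition below 40%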;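 also: 0% = enzyme with no compound and 100% = wells without enzyme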
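Material: human alpha-thrombin protein; Also added: Boc-VPR-AMC substrate, 15 µM final; Timing: enzyme reaction carried out at room temperature; Signal: fluorescence, ex 355 nm, em 460 nm; Measure: % inhibition of thrombin; Controls: enzyme without compound as high, wells lacking enzyme as low.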
Furin inhibitor: human furin inhibitors, primary screen, biochemical, fluorescence intensity; purified furin, fluorogenic substrate cleavage; hit rate 0.061% among 220,000; inhibition, % at 30 µM; in the data active = inhibition above about 25%; also: inactives centre near -15
Active calls of the source: *; . = no result given; [ ] = another dose, or the depositor's remark.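 The calls were made as follows, unless noted: active = inhibition above about 30% (limit read from the data); inactive = the rest.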

SMILES	EBV gp42 inh	p47phox inh	14-3-3 Bad PPI	KLK5 inh	Rad51 HR inh	Cl transport mod	eIF4E-4G inh	thrombin 1536	Furin inhibitor
Cc1nc2ncnn2c(C)c1CCC(=O)N1CCc2ccccc2C1	0	-4	-6	-12	-3	0.26	2	-3	-29
COc1ccc2sc(NC(=O)NC(=O)c3c(Cl)cccc3Cl)nc2c1	-9	-2	-4	-2	2	-0.27	1	-4	-15
Nc1nc2nc(-c3ccccc3)cc(=O)n2[nH]1	-52	-14	-8	-21	-3	0.88	0	0	-25[20 µM]
CC(C)Oc1ccc(CC(=O)NNC(=S)Nc2ccccc2)cc1	0	3	-9	-12	.	0.78	-2	-10	-17
CSCCCNC(=S)N1CCN(c2ccc(C(C)=O)cc2)CC1	6	-16	-16	4	11	-1.6	-3	9	-6
COc1ccc(C(=O)C2CCCN(C(=O)Cn3ccc(C)n3)C2)cc1OC (stereo unspecified)	-15	7	1	-2	0	0.96	-2	-9	-30
Cc1cc(CC(C)C)n(-c2nc3ccccc3c(=O)n2OCC(=O)N(C)C)n1	4	0	13	-3	6	10*	0	-5	-20
O=C(NCc1ccco1)c1sc2ccccc2c1Cl	-7	-12	10	-3	-1	-0.76	0	-1	-8[20 µM]
COC(=O)C1=C(C)NC(C)=C(C(=O)OC)C1c1ccc(OC(=O)c2ccco2)cc1	7	-14	-1	-69	-6	.	-19	2	-21
CC(C)(C)C(=O)Nc1cc(S(=O)(=O)N2CCCCC2)ccc1N1CCCCC1	-2	-18	6	17	-1	-1	0	-1	3
C=CCOc1ccc(/C=C2\SC(=S)N(CCC(=O)O)C2=O)cc1	-10	-8	10	1	.	0.51	-5	-10	2
CC(C)C(O)P(=O)(OCc1ccccc1)c1ccc(N(C)C)cc1 (stereo unspecified)	-1	5	20	-7	0	0.48	-14	-4	8
COc1ccc(CCn2nnnc2C(c2ccc(Cl)cc2)N2CCN(C)CC2)cc1OC (stereo unspecified)	-8	-1	69	-10	10	-0.088	10	1	-29
Cc1ccc(CC(=O)NCCS(=O)c2ccc(Cl)cc2)cc1 (stereo unspecified)	-3	4	2[fluorescence artefact?]	-2	-2	-0.86	-5	-3	-16
CCc1[nH]c(C)c(C(C)=O)c1C	-16	-2	-20	-1	-3	.	-9	3	-11
O=C(O)CN1C(c2ccccc2)=Nc2ccc(Br)cc2C1c1ccccc1 (stereo unspecified)	-4	-1	-2	3	4	0.67	-4	-2	-21
Cc1cccc(OCC(=O)N2CCN(C(=O)Cc3ccccc3)CC2)c1	-12	3	-2	-2	16	.	-1	-5	-17
OCc1nnn(-c2ccccc2)c1CO	-9	-7	-2	-1	12	.	-1	-2	-19
COc1cccc(CN(C(=O)/C=C/c2ccc(Cl)cc2)C2CCS(=O)(=O)C2)c1 (stereo unspecified)	12	-4	28	-2	-12	-0.7	2	-5	-12
O=C(c1ccc(F)cc1)N1CCC(N2CCCCCC2)CC1	-15	6	22[fluorescence artefact?]	-13	-2	-0.34	-2	-5	-19

Three entries already listed, ordered by length of the SMILES, smallest number first:
SMILES	EBV gp42 inh	p47phox inh	14-3-3 Bad PPI	KLK5 inh	Rad51 HR inh	Cl transport mod	eIF4E-4G inh	thrombin 1536	Furin inhibitor
CSCCCNC(=S)N1CCN(c2ccc(C(C)=O)cc2)CC1	6	-16	-16	4	11	-1.6	-3	9	-6
CC(C)C(O)P(=O)(OCc1ccccc1)c1ccc(N(C)C)cc1 (stereo unspecified)	-1	5	20	-7	0	0.48	-14	-4	8
COc1cccc(CN(C(=O)/C=C/c2ccc(Cl)cc2)C2CCS(=O)(=O)C2)c1 (stereo unspecified)	12	-4	28	-2	-12	-0.7	2	-5	-12

Next structures:
SMILES	EBV gp42 inh	p47phox inh	14-3-3 Bad PPI	KLK5 inh	Rad51 HR inh	Cl transport mod	eIF4E-4G inh	thrombin 1536	Furin inhibitor
O=c1oc2ccccc2cc1-c1cn2cccnc2n1	-6	-1	-23[fluorescence artefact?]	-50	-5	.	1	-7	-22
CC1CCCCN1C(=O)C12CCC(C)(C(=O)C1)C2(C)C (stereo unspecified)	3	-8	1	-13	0	0.97	3	-6	-5
CN(C(=O)c1coc(=O)c2ccccc12)c1ccc(Br)cc1	-7	-3	-1	0	1	0.67	-1	3	-19
CC(=O)c1c(N)c(C#N)c(C)n1-c1ccc(Br)cc1	-10	-17	-8	0	6	-0.36	-8	-3	-2[20 µM]
COC(=O)c1sccc1OC(C)C(C)=O (stereo unspecified)	-4	-10	6	-1	4	0.62	3	8	-14[20 µM]
O=C(N/N=C/c1ccc(Br)s1)c1ccc([N+](=O)[O-])cc1	10	5	71*	-7	0	1.8	16	-9	-26
O=C(N/N=C/c1ccc(N2CCOCC2)cc1)c1ccccc1NS(=O)(=O)c1cccs1	-5	-9	13	-2	7	0.072	-2	-9	-5
NC(=O)Cn1nc(C(F)(F)F)c2c1CCCC2	2	-15	-13	-7	5	0.96	-1	10	-19
O=C(CSc1nc2ncc(Br)cc2[nH]1)c1ccc([N+](=O)[O-])cc1	6	1	-4	-4	-9	-1.1	-3[fluorescence artefact?]	-5	-12
CCOC(=O)N1CCN(S(=O)(=O)c2cccc3nonc23)CC1	-4	-11	-10	-9	1	0.28	5[fluorescence artefact?]	-10	-16
CC(=O)Nc1ccc(-c2cn3cccnc3n2)cc1	-10	-2	4	-293	.	0.56	8	-17	-34
CCN(CC)CCCNC(=O)c1cc(-c2ccc(Cl)cc2)on1	-17	-4	3	1	-8	.	-7	0	-9
Cn1cccc1CNC1CCCCC1	-28	-11	-6	-34	0	-0.71	-7	5	-16[20 µM]
CC1CCN(C(=O)CNC(=O)Cc2ccccc2)CC1	-1	5	-8	.	.	-0.78	-3	-4	-18
CC1C(C)C(O)(c2ccccc2)CCN1C (stereo unspecified)	-8	-8	2	-6	2	1.6	5	-1	-43[20 µM]
CC(C)(C)c1ccccc1OCCCCN1CCCC1	-25	-6	-1	-19	-6	0.15	1	-4	-6[20 µM]
Cc1ccccc1NC(=O)c1c(C)cc(=O)oc1C	-15	-10	-2	0	1	-0.37	-8	-2	-29
CC1(C(=O)Nc2ccc3ccccc3c2)CC1(Br)Br (stereo unspecified)	-7	-11	-12	7	-17	0.54	6	-7	-17
O=C(N/N=C/c1cccnc1)c1ccccc1OCc1ccc(Br)cc1	2	-29	-9	-8	13	-2.4	-3	-10	-20
COc1ccccc1NC(=O)CSc1nc(N)cc(N)n1	7	-8	7[fluorescence artefact?]	-10	-1	.	12	-3	-29[20 µM]
O=C(Nc1cccc2c1CCCC2)c1ccc(Br)o1	-12	-12	-6	1	-2	0.089	-3	-4	-18
CCOC(=O)CSC1=C(C#N)C(c2sccc2C)CC(=O)N1 (stereo unspecified)	-15	-9	20	-5	-1	-0.61	8	3	5
CC(C)(C)NC(=O)NC(=O)COC(=O)C1(C)CC1(Cl)Cl (stereo unspecified)	-5	2	-6	-5	18	1.7	3	-7	-30
Cc1nc2ncnn2c(C)c1CCC(=O)NC(C)c1ccc2c(c1)OCCO2 (stereo unspecified)	-3	-12	0	4	4	-0.57	1	-2	-14
Cc1ccc(NNC(=O)c2cccs2)cc1Cl	-9	-11	-6	0	-3	0.15	-2	0	-13
O=C(N/N=C\c1cn(-c2ccccc2)nc1-c1ccccc1)c1ccc(Br)o1	-14	-20	7	8	.	3.9*	17	5	-21[20 µM]
COC(=O)Cn1c(=NC(=O)c2ccc([N+](=O)[O-])s2)sc2cc(Br)ccc21	-35	17	-11	-17	-1	0.55	-2	-3	-10
Cc1cccn2c(CN(C)CCC3CCCCO3)c(C(=O)N3CCCCC3)nc12 (stereo unspecified)	-13	-1	-5	.	-51	-0.13	4	-1	-21
NC(N)=NN=C1CCCCCCCCCCC1	-13	0	-12	-2	-10	-0.25	0	-3	-23
CC(C)(C)C1CCc2c(sc(NC(=O)C3CCCO3)c2C(N)=O)C1 (stereo unspecified)	-6	-7	5	-7	8	.	1	1	-6[20 µM]
O=C(NCCNc1ccc([N+](=O)[O-])cc1)c1ccco1	-6	2	0	.	.	0.16	1	3	-10
COc1ccc2[nH]c(=O)c(CN(CC3CCCO3)S(=O)(=O)c3ccccc3)cc2c1 (stereo unspecified)	-17	-11	0	-5	.	.	4	-4	-24
Cc1ccc(C(=O)C(NC(=O)c2ccco2)N2CCOCC2)cc1 (stereo unspecified)	-8	-4	8	44*	5	0.36	4	15	-18[20 µM]
COc1ccc(CCNC(=O)CSc2nncn2N)cc1OC	-12	-13	-2	-12	6	0.88	-11	-2	-25[20 µM]
O=C(NC(CO)c1ccccc1)c1ccco1 (stereo unspecified)	10	-1	-1	-23	8	-0.18	6	-1	-26[20 µM]
CCN(CC)CC#CCC(C)(c1ccccc1)c1ccccc1	-16	7	13	-22	-4	-0.81	4	-3	-16[20 µM]
CCCCN(Cc1ccccc1)S(=O)(=O)c1ccc2c(c1)n(C)c(=O)c(=O)n2C	-11	2	8	0	16	-0.51	6	0	-25
COCCn1nnnc1CN1CCC(NC(=O)Nc2cccc(OC)c2)CC1	-21	-10	-8	-5	-20	-0.1	2[fluorescence artefact?]	-1	-14
CC1(C)Cc2ccccc2C(NNC(=O)c2cccnc2)=N1	-16	1	6	-2	1	0.11	5	2	-5[20 µM]
Cc1ccc(NC(=O)C(OC(=O)c2ccc(C=O)cc2)c2ccccc2)cc1Cl (stereo unspecified)	-27	-28	5	-7	1	1.3	8	1	-14

Three of the entries above in order of the Cl transport mod value, falling.
SMILES | EBV gp42 inh | p47phox inh | 14-3-3 Bad PPI | KLK5 inh | Cl transport mod | eIF4E-4G inh | Furin inhibitor
O=C(NCCNc1ccc([N+](=O)[O-])cc1)c1ccco1 | -6 | 2 | 0 | . | 0.16 | 1 | -10
Cc1ccc(NNC(=O)c2cccs2)cc1Cl | -9 | -11 | -6 | 0 | 0.15 | -2 | -13
CCCCN(Cc1ccccc1)S(=O)(=O)c1ccc2c(c1)n(C)c(=O)c(=O)n2C | -11 | 2 | 8 | 0 | -0.51 | 6 | -25

Additional structures
SMILES	EBV gp42 inh	p47phox inh	14-3-3 Bad PPI	KLK5 inh	Rad51 HR inh	Cl transport mod	eIF4E-4G inh	thrombin 1536	Furin inhibitor
COc1cc(/C=C2/NC(=O)N(Cc3ccccc3F)C2=O)ccc1Oc1ccc([N+](=O)[O-])cn1	-29	-1	1	-18	-2	-0.16	-1[fluorescence artefact?]	-7	-4
CC1CCCCC12NC(=O)N(Cc1cc(=O)n3ccsc3n1)C2=O (stereo unspecified)	-5	-6	2	1	-8	0.061	7	-1	-23
CC(C)COc1ccc(C(=O)OC2CC(C)(C)OCC2CN(C)C)cc1 (stereo unspecified)	-24	-15	0[fluorescence artefact?]	-18	13	.	-7[fluorescence artefact?]	2	-17
CSCC[C@H](NC(=O)OC(C)(C)C)c1nnc(SCC=C(C)C)o1	-6	-2	-15	-13	9	-0.032	-1	2	-13

Compound activity from PubChem.

Compounds as they come; 4.7% or so of the library scored in one or more.
